# AmpC det inh: AmpC beta-lactamase inhibition, detergent assay. hit rate 0.09% among 71,000. purified AmpC, nitrocefin hydrolysis with detergent. P00811. Potency, µM (top dose mostly 28.7 µM), without a hit: at the top dose activity change, negative = inhibition; active means well fitted curve in the direction sought with a large enough effect
# Target sequence (P00811 whole entry, looked up): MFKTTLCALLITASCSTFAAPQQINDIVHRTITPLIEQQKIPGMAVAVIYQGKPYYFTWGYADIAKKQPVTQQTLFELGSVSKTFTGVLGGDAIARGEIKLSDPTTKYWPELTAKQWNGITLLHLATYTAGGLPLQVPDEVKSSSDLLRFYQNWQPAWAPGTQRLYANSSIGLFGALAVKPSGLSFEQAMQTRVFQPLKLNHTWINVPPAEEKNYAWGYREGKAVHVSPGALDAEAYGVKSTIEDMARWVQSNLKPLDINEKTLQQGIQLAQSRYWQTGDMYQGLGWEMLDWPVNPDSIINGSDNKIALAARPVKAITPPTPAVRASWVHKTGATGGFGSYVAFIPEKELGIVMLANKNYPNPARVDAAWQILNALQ
#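 E. coli AmpC (5.3 nM) in 20 mM phosphate pH 7.0 with 0.01% Triton X-100, preincubated 15 min RT with compound; nitrocefin (2 uL of 800 uM stock) hydrolysis followed by 480 nm absorbance every 20 s over 4 min.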
# * marks the source's active call; other numbers are inactive results; [ ] = remark or other dose. On the % scale 0 is the no-effect control and ±100 the full control effect; potency means the concentration at half of the fitted maximal effect. Only part of the results is shown; rates above refer to the full screens.
CCn1c(COc2ccc(Cl)cc2)nnc1SCC(=O)Nc1ccc2c(c1)OCO2
  AmpC det inh = 11%
OC[C@H](CCc1c[nH]c2ccccc12)c1c[nH]c2ccccc12
  AmpC det inh = -4%[5.75 µM]
CCC(c1nnnn1CCc1ccccc1)N1CCN(c2ccc(OC)cc2)CC1 (stereo unspecified)
  AmpC det inh = 0%
CCS(=O)(=O)n1nc(-c2ccccc2)nc1NCc1ccco1
  AmpC det inh = -4%
COc1cccc(C2C3=C(CCCC3=O)Nc3nc4ccccc4n32)c1OC (stereo unspecified)
  AmpC det inh = -4%
Cc1cc(C(F)F)n2nc(C(=O)Nc3ccc(S(=O)(=O)N4CCCCCC4)cc3)nc2n1
  AmpC det inh = -5%
Cc1ccc(N=Cc2c(O)n(C)c(=O)n(C)c2=O)nc1
  AmpC det inh = -5%
Cc1ccc(Cl)cc1NC(=O)Cn1cc2c(n1)CCCC2
  AmpC det inh = 5%
Cc1ccc(Cl)cc1-n1c(=O)cc(N2CCN(C(=O)c3ccco3)CC2)[nH]c1=O
  AmpC det inh = -5%
Cn1cccc1-c1nc2ccc(NC(=O)c3ccccc3)cc2[nH]1
  AmpC det inh = -8%

CC(C)(C)N(C=C(Cl)Cl)C(=O)NC1CCCCC1
  AmpC det inh = 5%
O=C1/C(=C/c2cccnc2)SC(=S)N1Cc1ccco1
  AmpC det inh = -3%[5.75 µM]
CSCCC(NC(=O)C1CCC(C)CC1)C(=O)O (stereo unspecified)
  AmpC det inh = -1%
Nc1cccc2ccccc12
  AmpC det inh = 9%
CC(C)CN1CC2(CCN(S(=O)(=O)c3ccccc3)CC2)C1
  AmpC det inh = -1%
O=C(c1ccccc1-c1nc2ccccc2[nH]1)N1CCCCC1
  AmpC det inh = 0%
CCOC(=O)N1CCN(Cc2cc(=O)oc3cc4c(cc23)CCC4)CC1
  AmpC det inh = -2%
CCc1ccc(C2CC(c3ccc(C)cc3)Nc3nc(N)nn32)cc1 (stereo unspecified)
  AmpC det inh = 8%
CCOC(=O)c1c(C)c(C(=O)NCCN2CCOCC2)c(C)n1CC
  AmpC det inh = -3%
CN1CCN(C(=O)c2ccc(C3SCC(=O)N3Cc3ccco3)cc2)CC1 (stereo unspecified)
  AmpC det inh = 3%

# In the list so far, these have a furan ring, fused or not:
CCS(=O)(=O)n1nc(-c2ccccc2)nc1NCc1ccco1
  AmpC det inh = -4%
Cc1ccc(Cl)cc1-n1c(=O)cc(N2CCN(C(=O)c3ccco3)CC2)[nH]c1=O
  AmpC det inh = -5%
O=C1/C(=C/c2cccnc2)SC(=S)N1Cc1ccco1
  AmpC det inh = -3%[5.75 µM]
CN1CCN(C(=O)c2ccc(C3SCC(=O)N3Cc3ccco3)cc2)CC1 (stereo unspecified)
  AmpC det inh = 3%

# Further records:
O=C(COc1ccccc1)NCCc1cn2ccsc2n1
  AmpC det inh = 11%
Cn1c(=O)c2c(nc(N3CCCCCC3)n2CC(O)COc2ccccc2)n(C)c1=O (stereo unspecified)
  AmpC det inh = 2%
CCC(=O)Nc1ccccc1N1CCN(S(C)(=O)=O)CC1
  AmpC det inh = -1%
O=C(C1CCN(S(=O)(=O)N2CCOCC2)CC1)N1CCN(Cc2ccccc2)CC1
  AmpC det inh = -2%
C=CCc1c(C)nc(SCc2nc3ccccc3c(=O)[nH]2)[nH]c1=O
  AmpC det inh = 1%
COc1ccc(NC(=O)c2cccc(NC(=O)c3ccco3)c2)c(OC)c1
  AmpC det inh = -2%
O=C(CSC1=NCCS1)Nc1ccc(S(=O)(=O)N2CCCCCC2)cc1
  AmpC det inh = -3%
COc1ccccc1CNC(=O)CNCC1CCCO1 (stereo unspecified)
  AmpC det inh = -1%
COc1ccc(NC(=O)CN2CCN(S(=O)(=O)c3ccc(Cl)cc3)CC2)cc1
  AmpC det inh = -5%
COc1ccc(OC)c(-c2cc(C(=O)N3CCN(c4ncccn4)CC3)c3ccccc3n2)c1
  AmpC det inh = 9%

COc1cc(C2c3c(oc4ccc(Cl)cc4c3=O)C(=O)N2Cc2ccco2)cc(OC)c1OC (stereo unspecified)
  AmpC det inh = 15%
CCOC(=O)N1CCN(C(=O)CN(C2CCCCC2)S(=O)(=O)c2ccc(F)cc2)CC1
  AmpC det inh = -1%
O=C(O)CN1CCN(Cc2ccccc2Cl)C1=O
  AmpC det inh = 10%
CCS(=O)(=O)N1CCN(C(=O)c2cccc(OC)c2)CC1
  AmpC det inh = 0%
CC(=O)c1cccc(N(CC(=O)N2CCCC2)S(C)(=O)=O)c1
  AmpC det inh = -7%
COC(=O)CSc1ncnc2c1cnn2Cc1ccccc1
  AmpC det inh = -1%
c1nc(NC2CCNCC2)c2cc(-c3ccc4c(c3)OCO4)ccc2n1
  AmpC det inh = 12%
CCc1ccccc1NC(=O)N1C2CCCC1CC(NC(C)=O)C2 (stereo unspecified)
  AmpC det inh = 11%
COCCn1c(=O)[nH]c2cc(C(=O)NCCN3CCN(c4ccccc4F)CC3)ccc2c1=O
  AmpC det inh = -5%
COc1cccc(C(=O)N(Cc2ccc(N(C)C)cc2)C2CCS(=O)(=O)C2)c1 (stereo unspecified)
  AmpC det inh = -2%

O=C(CN1C(=O)CSC1=O)Nc1ccc(C(=O)O)cc1
  AmpC det inh = -2%
CC(C)=CCNc1ncnc2c1c(C#N)cn2[C@H]1O[C@@H](CO)[C@@H](O)[C@@H]1O
  AmpC det inh = -3%[5.75 µM]
CN(C)c1cccc(NC(=O)CCc2ccccc2)c1
  AmpC det inh = -3%
Cc1cc(C)nc(SCc2nnc(SCC(=O)Nc3nccs3)n2Cc2ccco2)n1
  AmpC det inh = 0%
CCn1nnnc1-c1ccc(OC)c(S(=O)(=O)NCCc2ccccc2)c1
  AmpC det inh = 9%
COCCn1nnnc1CN(CCc1ccccc1)Cc1cc2ccc(C)cc2[nH]c1=O
  AmpC det inh = -3%
COc1ccc(N(C)C(=O)CC2(CC(=O)O)CCCCC2)cc1
  AmpC det inh = -17%
Cc1occc1C(=O)Nc1cc(=O)n(C)c(=O)n1C
  AmpC det inh = -4%
CCOC(=O)CCSc1nnc(-c2cccnc2)n1-c1ccccc1OC
  AmpC det inh = -2%
N#Cc1cc2c(nc1SCC(=O)Nc1sc3c(c1C#N)CCC3)CCCCC2
  AmpC det inh = -2%

CCCCC(=O)C1C(=O)NC(=O)NC1=O
  AmpC det inh = -2%
CC(=O)N1CCc2cc(S(=O)(=O)NCCN3CCC(C)CC3)ccc21
  AmpC det inh = -4%
CC(C)(C)P(=O)(CO)c1ccccc1 (stereo unspecified)
  AmpC det inh = 0%
COc1ccc(S(=O)(=O)N(C)CC(=O)N2CCN(C)CC2)cc1C
  AmpC det inh = -7%
Cn1c(CNC(=O)c2ccco2)nnc1SCC(=O)N1c2ccccc2Sc2ccccc21
  AmpC det inh = -1%
CC(NC(=O)c1cc(-c2ccccc2)on1)c1ccccc1 (stereo unspecified)
  AmpC det inh = -3%
COc1cccc(Nc2ncc3nc(CCc4ccccc4)c(=O)n(CCC#N)c3n2)c1
  AmpC det inh = -1%
CCOC(=O)COc1cccc2c(=O)n(CC(=O)N3CCc4ccccc43)ccc12
  AmpC det inh = 11%
COc1cccc(NC(=O)c2ccc(CN3CCOCC3)cc2)c1
  AmpC det inh = -4%
CCc1ccccc1N(C(=O)CCC(=O)Nc1cc(C)on1)C(C(=O)NC1CCCC1)c1ccco1 (stereo unspecified)
  AmpC det inh = -5%

# More compounds follow:
Structure | AmpC det inh
CN(C)c1ccc(-c2nc(Nc3ccncc3)c3ccccc3n2)cc1 | 9%
CCN1C(=O)c2cccc3c(NS(=O)(=O)c4ccc(NC(C)=O)cc4)ccc1c23 | -3%
CC1CCN(c2nc(-c3ccc(F)cc3)cc(C(F)(F)F)n2)CC1 | 1%
Cc1ccc(N(C(=O)c2cccs2)C2C=CS(=O)(=O)C2)cc1 (stereo unspecified) | 11%
CCOC(=O)Nc1ccc(S(=O)(=O)Nc2nccc(C)n2)cc1 | 18%
CCOC(=O)C1=C(C)NC(=O)NC1c1cccc(O)c1 (stereo unspecified) | -1%
NCCC[C@@H](N)C(=O)O | 1%[5.75 µM]
COc1ccc(N(CC(=O)Nc2cc(Cl)ccc2OC)S(=O)(=O)c2c(C)noc2C)cc1 | 1%
COCCn1c(SCC(=O)Nc2cc(Cl)ccc2OC)nc2c(c1=O)SC(C)C2 (stereo unspecified) | 9%
Cc1nnc(NC(=O)CSc2nnc(Cc3ccccc3)n2-c2ccccc2)s1 | -1%
Cc1cccc(NC(=O)c2cc(NC(=O)c3ccco3)ccc2Cl)n1 | -1%
CC12CN3CCN(CC(C3)C1(O)CN1CCOCC1)C2 (stereo unspecified) | -4%
Cc1ccc2oc(=O)c3cc(C(=O)NCCN4CCN(C)CC4)sc3c2c1 | 14%
Cc1nc(COC(=O)c2c(C)nn(-c3ccccc3)c2C)cs1 | -1%
O=c1c(-c2ccc(Cl)cc2)nc2cncnc2n1Cc1ccccc1 | 0%
CC(C)c1nnc(NC(=O)CCCC(=O)O)s1 | 13%
CCOc1ccc2nc(N)sc2c1 | 8%
CCn1ncc(Br)c1C(=O)Nc1ccc(Cl)cn1 | -2%
CCN1CCN(S(=O)(=O)c2ccc(S(=O)(=O)N(CC)Cc3ccccc3)cc2)CC1 | 12%
CCn1cc(C(=O)N2CCCC2)c(=O)c2cc(S(=O)(=O)N3CCOCC3)ccc21 | 12%
COc1cc2c(=O)n(Cc3ccccc3)c(=O)n(CC(=O)NCc3ccco3)c2cc1OC | 1%
O=C(CC(c1ccccc1)c1ccccc1)Nc1ncn[nH]1 | 7%
CC(=O)Nc1cccc(-c2nnc3n2CC(C)S3)c1 (stereo unspecified) | -2%
OC(c1cccc(OCc2ccccc2)c1)c1nnc(-c2ccccc2)o1 (stereo unspecified) | 0%
Cc1sc2ncn(CC(=O)NCCCC(=O)N3CCN(c4ccccn4)CC3)c(=O)c2c1C | 0%
CCOC(=O)c1nnsc1NC(C)=O | 7%
CCOC(=O)CC(=O)CSc1ncnc2c1oc1ccccc12 | -3%
Cc1onc(-c2c(F)cccc2Cl)c1C(=O)NCCCN1CCOCC1 | -3%
Nc1c2c(nc3ccccc13)CCC2 | -1%
CC(C)c1cc(C(=O)Nc2sc3c(c2C#N)CCC3)no1 | -5%
O=C1CC(Nc2ccc(N3CCOCC3)cc2)C(=O)N1Cc1ccccc1 (stereo unspecified) | -5%
CN1CCN(c2nc(-c3ccccc3)c3cc(Cl)ccc3n2)CC1 | -2%
COc1ccc(OC)c(C(c2nnnn2Cc2ccccc2)N2CCC(C(N)=O)CC2)c1 (stereo unspecified) | -3%
CCCCC(=O)Nc1ccc(Br)cc1C(=O)O | 2%
CCOC(=O)N1CCN(c2c(N3CCc4ccccc43)c(=O)c2=O)CC1 | 14%
Cc1cc(C)cc(N(CC(=O)N2CCN(Cc3ccccc3)CC2)S(=O)(=O)c2c(C)noc2C)c1 | 11%
O=C1C(=O)N(CCCn2ccnc2)C(c2cccnc2)/C1=C(/O)c1ccccc1 (stereo unspecified) | 9%
CC(NC(=O)c1ccco1)C(=O)Nc1nc(-c2ccccn2)cs1 (stereo unspecified) | -2%
O=C(CSCc1ccc(Br)cc1)N1CCOCC1 | -5%
Cn1c(=O)c2c(nc(Oc3ccc(-c4ccccc4)cc3)n2C)n(C)c1=O | -7%
COCCCN1C(=O)C(=O)/C(=C(/O)c2ccccc2)C1c1ccc(N(C)C)cc1 (stereo unspecified) | -2%
CCOC(=O)c1cc2c(=O)n3cccc(C)c3nc2n(CC2CCCO2)c1=NC(C)=O (stereo unspecified) | 9%
COc1ccc(-c2nn3c(-c4ccc(F)cc4)nnc3s2)cc1 | 20%
CN[C@@H](CC(C)C)C(=O)N[C@@H]1C(=O)N[C@H](CC(N)=O)C(=O)N[C@H]2C(=O)N[C@H]3C(=O)N[C@H](C(=O)N[C@H](C(=O)O)c4cc(O)cc(O)c4-c4cc3ccc4O)[C@H](O)c3ccc(c(Cl)c3)Oc3cc2cc(c3O[C@@H]2O[C@@H](CO)[C@@H](O)[C@@H](O)[C@H]2O[C@H]2C[C@](C)(N)[C@H](O)[C@H](C)O2)Oc2ccc(cc2Cl)[C@@H]1O | -1%
O=C(COC(=O)c1cccc(NC(=O)c2ccco2)c1)c1ccc(Br)cc1 | 1%
COc1ccc(CN2CCCCC2C)c(C)c1C (stereo unspecified) | 10%
NCC[C@H]1CCC[C@H](CCN)N1 | -2%
CCOCCCN(C(=O)c1ccco1)C(C(=O)NC1CCCC1)c1cccc(OC)c1OC (stereo unspecified) | 12%
Cn1cnnc1SCC(=O)c1c[nH]c2ccccc12 | -4%
CCCCNC(=O)CCC(=O)Nc1ncc(-c2ccc(C)cc2)n1C | -2%
CC(C)=C1C2C=CC1C1C(=O)N(c3ccc4c(c3)OCO4)C(=O)C21 (stereo unspecified) | -4%
CCCCCn1c(SCCc2ccccc2)nc2c1c(=O)[nH]c(=O)n2C | -2%
CC(=O)c1sc(Nc2nc3ccc(F)cc3s2)nc1C | 0%
CC(C)OC(=O)CSc1nnc(-c2ccc(Cl)cc2Cl)o1 | 8%
COc1nc(OC)nc(N2CCC(C(=O)NCc3cccs3)CC2)n1 | 16%
O=C(CSc1nnc2scc(-c3ccccc3)n12)NCC1CCCO1 (stereo unspecified) | -2%
O=C(CON1C(=O)c2ccccc2C1=O)c1ccccc1 | -2%[5.75 µM]
O=S(=O)(NCCc1ccccn1)c1ccc(F)c(F)c1 | 0%
CCC(=O)O[C@@]1(C(=O)CCl)[C@@H](C)C[C@@H]2[C@H]3CCC4=CC(=O)C=C[C@@]4(C)[C@]3(F)[C@@H](O)C[C@@]21C | -1%[12.8 µM]
COc1c2ccoc2nc2c(OC)c(OCC(O)C(C)(C)O)ccc12 (stereo unspecified) | 11%

# Looked up one by one from the list above (seven):
Structure | AmpC det inh
COc1ccc(-c2nn3c(-c4ccc(F)cc4)nnc3s2)cc1 | 20%
O=C(CSc1nnc2scc(-c3ccccc3)n12)NCC1CCCO1 (stereo unspecified) | -2%
CC(C)OC(=O)CSc1nnc(-c2ccc(Cl)cc2Cl)o1 | 8%
CCCCCn1c(SCCc2ccccc2)nc2c1c(=O)[nH]c(=O)n2C | -2%
CC(C)=C1C2C=CC1C1C(=O)N(c3ccc4c(c3)OCO4)C(=O)C21 (stereo unspecified) | -4%
COc1nc(OC)nc(N2CCC(C(=O)NCc3cccs3)CC2)n1 | 16%
CN1CCN(c2nc(-c3ccccc3)c3cc(Cl)ccc3n2)CC1 | -2%
